ALOX12 inh: ALOX12 (human) lipoxygenase inhibition. P18054. purified 12hLO, xylenol orange hydroperoxide absorbance. Potency, µM (doses to about 108 µM), for the others: at the top dose activity change, negative = inhibition, hits mostly inhibitors. 580,000 compounds, 1.1% hits. AID 1671190; active = well fitted inhibition curve with a large enough effect; inconclusive = small, poorly fitted or top-dose-only effect, or another doubt; inactive = no such curve, though single readings can be large or run the other way; note: potency is the fitted concentration of half-maximal effect
Target sequence (P18054 whole entry, looked up): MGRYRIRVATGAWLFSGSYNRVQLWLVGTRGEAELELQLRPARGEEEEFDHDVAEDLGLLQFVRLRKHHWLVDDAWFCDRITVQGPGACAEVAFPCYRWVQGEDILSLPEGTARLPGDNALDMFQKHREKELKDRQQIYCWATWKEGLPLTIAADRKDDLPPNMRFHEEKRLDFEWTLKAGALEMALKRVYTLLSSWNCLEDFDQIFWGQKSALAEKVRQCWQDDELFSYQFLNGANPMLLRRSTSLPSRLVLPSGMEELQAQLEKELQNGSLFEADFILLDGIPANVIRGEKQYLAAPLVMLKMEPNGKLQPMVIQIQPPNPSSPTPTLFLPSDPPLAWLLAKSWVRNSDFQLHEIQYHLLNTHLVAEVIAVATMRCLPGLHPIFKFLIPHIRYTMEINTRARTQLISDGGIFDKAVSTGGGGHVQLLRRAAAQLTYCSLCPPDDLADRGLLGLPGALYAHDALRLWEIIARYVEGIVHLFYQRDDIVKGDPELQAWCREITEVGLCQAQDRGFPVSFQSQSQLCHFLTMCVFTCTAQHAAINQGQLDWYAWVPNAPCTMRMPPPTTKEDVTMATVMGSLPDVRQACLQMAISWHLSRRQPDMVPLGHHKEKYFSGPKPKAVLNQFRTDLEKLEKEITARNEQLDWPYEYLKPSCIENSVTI
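Purified human 12hLO at 150 nM in 25 mM Hepes, 0.01% Triton X-100, pH 7.0, preincubated 15 min at room temperature with compound. Reaction started with 40 uM arachidonic acid, 30 min at room temperature. Hydroperoxide measured by Fe-xylenol orange, 573/405 nm absorbance ratio.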
LDHA block: blocks human lactate dehydrogenase A; P00338; purified LDHA, NADH/diaphorase-resazurin fluorescence; active compounds read low; activity change, % (values are at about 110 or 230 µM); 480,000 compounds, 0.15% hits; in the data active = activity change below about -30%; inconclusive = mostly about -25% to -30%;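 note: plate controls were DMSO wells for no effect and wells without enzyme for full effect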
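Enzyme activity of human lactate dehydrogenase 5 (2 nM; 0.06 mM NADH, 0.2 mM pyruvate, 5 min, RT) is measured via a resazurin/diaphorase fluorescence readout of residual NADH.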
Starred values were filed as active, the others as inactive; ? = inconclusive; [ ] = remark or other dose. Unless noted, % is set by controls: 0 for no effect and ±100 for the full control effect. Only part of the results is shown, so the mix of outcomes need not match the whole.

Sample of the layout, five compounds:
SMILES	ALOX12 inh	LDHA block
O=C(CCCc1cccs1)NCc1ccc(OCc2cccnc2)cc1	7%	2
CCOc1ccc(NC(=O)c2ccc(NC(=O)c3ccc4ccccc4n3)cc2)cc1	?	3
CN1CCN(c2oc(/C=C/c3cccs3)nc2C#N)CC1	-1%	0
Cc1nc2nc(CC(=O)Nc3ccccc3)nn2c(C)c1Cc1ccccc1Cl	21%	8
CC(C)NC(=O)c1ccc2c(c1)CCCN2C(=O)c1ccc(Cl)cc1	-25%	2

The list itself, previewed entries included:
SMILES	ALOX12 inh	LDHA block
O=C(CCCc1cccs1)NCc1ccc(OCc2cccnc2)cc1	7%	2
CCOc1ccc(NC(=O)c2ccc(NC(=O)c3ccc4ccccc4n3)cc2)cc1	?	3
CN1CCN(c2oc(/C=C/c3cccs3)nc2C#N)CC1	-1%	0
Cc1nc2nc(CC(=O)Nc3ccccc3)nn2c(C)c1Cc1ccccc1Cl	21%	8
CC(C)NC(=O)c1ccc2c(c1)CCCN2C(=O)c1ccc(Cl)cc1	-25%	2
CCOc1ccc2c(=O)c(Oc3ccc(C(=O)OC)cc3)coc2c1	4%	-13
CSc1ccccc1C(=O)Nc1c(F)cccc1F	-23%	-3
Cc1c(C(=O)OC(C)C)sc(N)c1C#N	11%	1
CC(=O)Nc1ccc(-c2ccnc3c2CC(C)(C(=O)NCc2ccc(N(C)C)cc2)O3)cc1 (stereo unspecified)	-26%	0
Cc1ccc2nsnc2c1NC(=O)c1ccc(C#N)cc1F	?	2
CC(CNCc1ccco1)COc1ccc(F)cc1 (stereo unspecified)	?	-7
CCCN1CCC(NC(=O)CCc2c[nH]c3ccccc23)CC1	-23%	-8
COc1ccc(OC)c(CN2C(=O)c3ccccc3C2c2nnnn2C(C)C)c1 (stereo unspecified)	8%	0
Cc1cc(OC(C)C(=O)Nc2ccc3nsnc3c2)ccc1Cl (stereo unspecified)	?	11
NC(=O)c1ccc(COC(=O)C23CC4CC(CC(Cl)(C4)C2)C3)c([N+](=O)[O-])c1	?	0
Cc1ccc(C2C(C#N)=C(N)Oc3cc(C)n(C)c(=O)c32)o1 (stereo unspecified)	-9%	-1
O=C1CCC(C(=O)Nc2ccc(Cl)c(Cl)c2)N1 (stereo unspecified)	?	3
CCCn1c(=O)n(CCC(=O)N(C)CC(=O)Nc2cccc(F)c2)c2ccccc21	10%	8
CCOc1ccc(Cl)cc1-c1cc(C(=O)NCc2cccs2)[nH]n1	2%	-2
Cn1nc(C(=O)NCCc2ccccc2)c2ccccc2c1=O	10%	9

Single entries from the results shown.
`Cc1c(C(=O)OC(C)C)sc(N)c1C#N` in ALOX12 inh is listed with 11%
`COc1ccc(OC)c(CN2C(=O)c3ccccc3C2c2nnnn2C(C)C)c1` (stereo unspecified) in ALOX12 inh is listed with 8%
`CCOc1ccc(NC(=O)c2ccc(NC(=O)c3ccc4ccccc4n3)cc2)cc1` in LDHA block is listed with 3
`O=C(CCCc1cccs1)NCc1ccc(OCc2cccnc2)cc1` in ALOX12 inh is listed with 7%
`Cc1ccc(C2C(C#N)=C(N)Oc3cc(C)n(C)c(=O)c32)o1` (stereo unspecified) in LDHA block is listed with -1
`CC(=O)Nc1ccc(-c2ccnc3c2CC(C)(C(=O)NCc2ccc(N(C)C)cc2)O3)cc1` (stereo unspecified) in LDHA block is listed with 0

The main list resumes with the four entries that preceded the break.
SMILES	ALOX12 inh	LDHA block
O=C1CCC(C(=O)Nc2ccc(Cl)c(Cl)c2)N1 (stereo unspecified)	?	3
CCCn1c(=O)n(CCC(=O)N(C)CC(=O)Nc2cccc(F)c2)c2ccccc21	10%	8
CCOc1ccc(Cl)cc1-c1cc(C(=O)NCc2cccs2)[nH]n1	2%	-2
Cn1nc(C(=O)NCCc2ccccc2)c2ccccc2c1=O	10%	9
CN(C)c1nc(N)nc(CSc2ccccc2F)n1	24%	-4
COc1ccc(CC(=O)Nc2nonc2-c2ccc(OC(C)C)cc2)cc1	1%	4
CCn1c(SCC(=O)NCc2ccc(OC)c(OC)c2)nnc1-c1cccs1	2%	3
Cc1ccc(C(=O)O)cc1NC(=O)C(C)Oc1ccc(C(C)(C)C)cc1 (stereo unspecified)	7%	1
CCSc1nc(=O)c2c(n1C)NC(=O)CC2c1ccc(C)cc1C (stereo unspecified)	-13%	6
COc1cccc(CNC(=O)COc2ncnc3ccccc23)c1	-8%	-2
O=C(CN1CCCc2ccc(F)cc21)Nc1cccc2nsnc12	?	21
O=C(NCc1ccccc1)c1cc(C2COCCN2C(=O)c2ccc(Cl)cc2)on1 (stereo unspecified)	?	0
CN(c1ccc(OCC(=O)N2CCN(c3ncccn3)CC2)cc1)S(=O)(=O)c1cccs1	-1%	9
Fc1cccc(-c2nc(CN3CCOCC3)co2)c1	9%	4
CC[C@@H]1CC2C3CCC4=C/C(=N/O)CC[C@]4(C)C3CC[C@]2(C)[C@H]1/C(C)=N/O (stereo partly specified)	?	5
CC(C)C[C@@H]1COc2cccc(N3CCN(Cc4ccccc4F)CC3)c2S(=O)(=O)N1	-4%	-6
CC1(C(=O)Nc2cnc3ccccc3c2)CCN1Cc1ccc2c(c1)OCCO2 (stereo unspecified)	-20%	-2
COC(=O)c1ccc(OCC(=O)c2ccc3c(c2)CCO3)c(OC)c1	?	6
Cc1ccc(CN(C)C(=O)CSc2nc(-c3cccs3)nc3ccccc23)o1	?	6
Cc1cc(C)cc(C(=O)NCCn2c(C)cc3ccccc32)c1	11%	2
Cc1cc(F)ccc1S(=O)(=O)NCCc1csc2nc(-c3ccc(Cl)cc3)nn12	?	11
S=C(NN=C1CCCCCC1)NC1CCCCC1	?	1
COC(=O)C1(C(=O)OC)c2ncccc2N(S(=O)(=O)c2ccc(C)cc2)C1CC(=O)c1ccccc1 (stereo unspecified)	-3%	4
CN(CC(=O)Nc1ccccc1Cl)C(=O)c1nn(-c2ccccc2)c2c1CCC2	8%	5
CCCCn1c(=O)[nH]c(=O)c2c1nc(CSc1nnc(C(F)(F)F)n1C)n2CC	18%	10
COc1ccc(CNC(=O)c2cn(Cc3ccccc3OC)c(=O)s2)cc1	2%	0
Cc1ccccc1CN1CCN(c2nc3c(c(=O)[nH]c(=O)n3C)n2CCC(C)C)CC1	-5%	12
CC(C)(C)OC(=O)Nc1ccccc1-n1nnnc1C(C(=O)c1ccc(F)cc1)N1CCN(c2ccccn2)CC1 (stereo unspecified)	-25%	7
COC(=O)c1cccc(S(=O)(=O)Nc2ccc(Cl)c3cccnc23)c1	?	9
COc1ccc(-c2nc(NCCN(C)C)nc3ccsc23)c(C)c1	-3%	-1
COCC(=O)NC1CCN(c2ccccc2S(=O)(=O)C(F)(F)F)CC1	1%	3
COc1cc(C)ccc1S(=O)(=O)NC(=O)C1(C)CCN1C(=O)c1ccc(C(F)(F)F)nc1C (stereo unspecified)	-7%	-14
Cc1cccc(NC(=O)C2(c3ccccc3)CCCC2)c1	7%	-1
O=C(O)C1CCC(CNCc2cccc(Br)c2)CC1 (stereo unspecified)	-18%	8
CCOc1ccc(OCCSc2nc3cc(S(=O)(=O)N(C)C)ccc3o2)cc1	-24%	2
COc1ccc(OC)c(NC(=O)NC(C)C(=O)N2CCc3ccccc32)c1 (stereo unspecified)	-8%	9
CCOC(=O)COc1ccc2c(=O)c(-c3ccc(OC)cc3)c(C(F)(F)F)oc2c1	13%	-3
CN(Cc1ccccc1)C(=O)c1ccc(Nc2nc(CN)cs2)nc1	4%	-5
COc1cccc(-c2nc(N(C)C3CCCCC3)c3ccccc3n2)c1O	?	-5
Cc1ccc(N=Cc2ccccc2[N+](=O)[O-])c(C)c1	?	7
Cn1c(=O)c2[nH]c(CN3CCN(c4cccc(Cl)c4)CC3)nc2n(C)c1=O	9%	5
Cc1cc(-c2cc(C(=O)Nc3ccccc3)c3c(C)noc3n2)c(C)s1	6%	-1
CC1(C)NC(=O)N(CCCC(=O)Nc2cnc3ccccc3c2)C1=O	7%	4
CCC1(C(O)(C#CCN2CCCCC2)c2ccccc2)CCCC1 (stereo unspecified)	32%[activator]	1
O=C(Nc1ccc(Cl)cc1)C1CCN(c2ncnc3nc[nH]c23)CC1	-9%	3
Cc1ccc(-n2ncc3c(NC4CCCC4)ncnc32)cc1Cl	13%	-1
CCCNC(=O)c1ccc(C(=O)OC)cc1	-18%	3
CC(=O)c1ccc(OC(=O)c2nn(C(C)C)c(=O)c3ccccc23)cc1	?	0
CC1CN(c2ccc(F)cc2)c2nc3c(c(=O)[nH]c(=O)n3C)n2C1 (stereo unspecified)	-7%	-11
COc1ccc(-c2csc(C(C)(O)c3ccccc3)n2)cc1 (stereo unspecified)	-21%	-6
COc1ccc(-c2cc(COc3ccc(Cl)cc3)on2)cc1	-12%	-9
CCc1nc(NCC(C)O)c(C#N)c2c1CCCC2 (stereo unspecified)	-25%	-3
CN(CCOc1ccccc1)CC1CCCO1 (stereo unspecified)	37%[activator]	5
CCc1nc2ccccc2c(C(=O)OCC(=O)N2CCCC(C)C2)c1C (stereo unspecified)	?	-9
N#CC(C(=O)C1c2ccccc2Oc2ccccc21)c1ccccn1 (stereo unspecified)	49%[activator]	2
CC(C)NC(=O)C(C)ONC(=O)c1cccc(C(F)(F)F)c1 (stereo unspecified)	-8%	4
Cn1nc(C(=O)NC(Cc2ccc(O)cc2)C(=O)O)c2ccccc2c1=O (stereo unspecified)	-10%	8
O=C(/C=C/c1ccc(F)cc1)Nc1ccc(Cl)c(C(F)(F)F)c1	?	6
Cc1ccc(C(C)NC(=O)C2CCCO2)c(C)c1 (stereo unspecified)	8%	-5
CCc1ccc(C(C)NC(=O)Cn2nnn(-c3ccccc3)c2=O)cc1 (stereo unspecified)	16%	0
CC(Sc1nnc(-c2ccncc2)n1C1CC1)C(=O)c1ccc(F)cc1 (stereo unspecified)	12%	3
O=c1oc2cc(OCc3nn[nH]n3)ccc2cc1-c1ccccc1	-24%	0
CNC(=O)c1ccc(NC(=O)c2cccc[n+]2[O-])cc1	?	-11
CC(NC(=O)Cn1cnc2c1c(=O)n(C)c(=O)n2C)c1ccc(-c2ccccc2)cc1 (stereo unspecified)	52%[activator]	-1

Taken from the results shown (4 entries):
SMILES	ALOX12 inh	LDHA block
CC(Sc1nnc(-c2ccncc2)n1C1CC1)C(=O)c1ccc(F)cc1 (stereo unspecified)	12%	3
O=c1oc2cc(OCc3nn[nH]n3)ccc2cc1-c1ccccc1	-24%	0
CNC(=O)c1ccc(NC(=O)c2cccc[n+]2[O-])cc1	?	-11
CC(NC(=O)Cn1cnc2c1c(=O)n(C)c(=O)n2C)c1ccc(-c2ccccc2)cc1 (stereo unspecified)	52%[activator]	-1

Continued.
SMILES	ALOX12 inh	LDHA block
Cc1ccc2nc(-c3ccc(C)o3)cc(C(=O)O)c2c1	5µM*	17
OCCCNC(=S)NCCSc1ccccc1	?	6
C/C(=N\NC(=O)c1cccc(Cl)c1)c1cccs1	19%	14
Cc1ccc(-c2csc(-c3nc(-c4cc(C)ccc4C)cs3)n2)cc1	-35%	1
COC(=O)COc1ccc2c(C)c(-c3ccc(OC)cc3)c(=O)oc2c1	?	-2
COc1ccc(CNC(=O)C2Cc3c(-c4cccc(F)c4)ccnc3O2)cc1OC (stereo unspecified)	?	-5
CCOc1ccccc1Oc1ccc(CNC(=O)c2nccnc2N)cn1	14%	-3
O=C(COc1cc(O)c2c(=O)cc(-c3ccccc3)oc2c1)Nc1ccccc1	?	4
CC1(C(=O)Nc2ccc(Cl)c(C(F)(F)F)c2)Cc2c(-c3ccc4c(c3)OCO4)ccnc2O1 (stereo unspecified)	-17%	-4
C=C(C)Cn1c(N2CCN(CC(N)=O)CC2)nc2c1c(=O)[nH]c(=O)n2C	0%	7
CCCCCSc1nc2c(c(=O)[nH]c(=O)n2C)n1Cc1ccc(Cl)cc1	13%	-1
CCOCc1nnc(NC(=O)C2CC(=O)N(CCc3c[nH]c4ccc(C)cc34)C2)s1 (stereo unspecified)	?	10
O=C(NCCS(=O)(=O)N1CCN(c2ccccc2F)CC1)c1ccc(C(F)(F)F)cc1	-4%	5
CCOC(=O)c1sc2nc(CC)c3c(c2c1N)CC(C)(C)OC3	-1%	9
O=C(CNC(=O)c1cc(=O)[nH]c2ccccc12)NC1CC1	12%	2
CC(=O)Nc1ccc(CNc2nc(NC(C)C)nc3cc(-c4ccccc4)sc23)cc1	45µM*	2
Cn1ccnc1Sc1ncc(C(F)(F)F)cc1Cl	37%	3
Cc1ccc(Cn2c(CN3CCN(c4ccccc4)CC3)nc3c2c(=O)n(C)c(=O)n3C)cc1	-25%	1
CCOc1ccccc1NC(=O)CC1C(=O)Nc2ccccc2N1C(=O)c1ccccc1 (stereo unspecified)	-1%	10
CC(C)c1noc(-c2ccc(OCC(=O)NCc3cc(F)cc(F)c3)cc2)n1	24%	-20
O=C(Cn1c(-c2cscn2)nc2ccccc21)Nc1ccc(N2CCCCC2)cc1	?	9
CC(=O)NNC(=S)Nc1ccccc1Cl	14%	7
N#CC1=C2SCN(Cc3ccccc3)CN2C(=O)CC1c1cccc2ccccc12 (stereo unspecified)	?	-3
Cc1nc2nc(NCc3cccs3)[nH]n2c(=O)c1CCC(=O)Nc1ccc2ccccc2c1	-23%	6
CCOC(=O)[C@]12CCCC=C1N(CCc1ccc(OC)c(OC)c1)C(=O)[C@H](CC(=O)NCc1ccccc1)C2	-16%	1

Screening data (PubChem BioAssay)
